12-LOX inh – Primary qHTS assay for inhibitors of human arachidonate 12S-lipoxygenase (ALOX12): Round 2; Polyunsaturated fatty acid lipoxygenase ALOX12 (Homo sapiens), P18054; Potency, µM (doses to about 108 µM), without a hit: at the highest dose activity change, negative = inhibition, usual class: inhibitors; 580,000 tested, 1.1% active; purified 12hLO, xylenol orange hydroperoxide absorbance; AID 1671190, 2021; active = well fitted inhibition curve with a large enough effect; inconclusive = small, poorly fitted or top-dose-only effect, or another doubt; inactive = no such curve, though single readings can be large or run the other way
Target sequence (P18054 whole entry, looked up): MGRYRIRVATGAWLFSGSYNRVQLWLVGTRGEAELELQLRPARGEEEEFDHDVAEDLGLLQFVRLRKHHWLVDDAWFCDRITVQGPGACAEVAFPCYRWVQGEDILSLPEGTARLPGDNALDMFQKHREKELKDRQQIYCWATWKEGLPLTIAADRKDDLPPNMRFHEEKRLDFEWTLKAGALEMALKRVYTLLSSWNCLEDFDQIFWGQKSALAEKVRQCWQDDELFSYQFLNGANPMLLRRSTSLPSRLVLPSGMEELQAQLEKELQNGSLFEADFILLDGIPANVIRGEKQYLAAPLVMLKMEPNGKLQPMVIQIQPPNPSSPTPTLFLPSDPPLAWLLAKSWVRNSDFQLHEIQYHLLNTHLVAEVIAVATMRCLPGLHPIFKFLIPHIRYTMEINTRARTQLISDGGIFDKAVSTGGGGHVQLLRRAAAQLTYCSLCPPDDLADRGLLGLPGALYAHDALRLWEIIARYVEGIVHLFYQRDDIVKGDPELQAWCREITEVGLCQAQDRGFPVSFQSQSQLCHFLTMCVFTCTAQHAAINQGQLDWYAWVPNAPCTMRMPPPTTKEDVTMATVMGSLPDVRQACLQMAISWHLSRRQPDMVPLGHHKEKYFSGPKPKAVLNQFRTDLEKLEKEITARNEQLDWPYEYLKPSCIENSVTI
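Purified human 12hLO at 150 nM in 25 mM Hepes, 0.01% Triton X-100, pH 7.0, preincubated 15 min at room temperature with compound. Reaction started with 40 uM arachidonic acid, 30 min at room temperature. Hydroperoxide measured by Fe-xylenol orange, 573/405 nm absorbance ratio.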
Active calls of the source: *; ? = inconclusive; [ ] = remark or other dose. % is set by controls: 0 for no effect and ±100 for the full control effect; potency is the fitted concentration of half-maximal effect. A portion of the library. The share of hits here may be higher or lower than overall.

SMILES	12-LOX inh
Cc1c(Cl)cccc1NC(=O)N1CCCC(Cn2cnc3cccnc32)C1 (stereo not drawn)	26%
O=C(CN(C1CCCCC1)S(=O)(=O)c1ccc(Br)cc1)N1CCCCCC1	?
CC(C)Oc1ccc(C(=O)O)cc1Br	?
FC(F)(F)c1cccc(C2=NOC3(CCN(Cc4ccccc4)CC3)C2)c1	12%
COC1CCN(CC2CCCCCN2)CC1 (stereo not drawn)	50%[activator]
CCC(=O)N1CCCN(S(C)(=O)=O)c2ccccc21	6%
COC(=O)c1ccc(/C=C(/Cl)c2ncc(-c3ccc(Cl)cc3)o2)cc1	?
COc1cccc(C(=O)OCC(=O)c2ccc(OC(=O)c3ccco3)cc2)c1	6%
Cc1cccc(/C=C/C(=O)c2ccc(-c3ccccc3)cc2)c1	?
CCn1c(-n2nc(C)cc2C)nc2c1c(=O)n(Cc1ccc(F)cc1)c(=O)n2C	?
Cc1noc(-c2ccc(OC3CN(C(=O)c4sccc4C)C3)cc2)n1	?
CSCC(=O)N1C[C@@H](NC(=O)NC(C)C)C[C@H]1C(=O)N(C)CC(N)=O	-1%[176 µM]
CC(O)CNC(=O)C1CCN(Cc2nnnn2-c2ccccc2)CC1 (stereo not drawn)	-6%
CCCc1nnc(NC(=O)C2c3ccccc3C(=O)N(CCOC)C23CCCCC3)s1 (stereo not drawn)	-3%
O=C(Nc1oc2ccccc2c(=O)c1-c1ccc(Cl)cc1)c1ccccc1	-25%
O=S(=O)(c1ccc(Cl)s1)N1CCC(n2c(C(F)(F)F)nc3cccnc32)CC1	-1%
O=C(Nc1cccc(Cl)c1)C1CC2CCCC(C1)C2=O (stereo not drawn)	?
Cc1ccc(NC(=O)Cn2cnc(S(=O)(=O)N3CCOCC3)c2)c(Cl)c1	-19%
COc1ccc(CNC(=O)[C@@H](C)C2CC[C@@]3(C)CC[C@H](NC(=O)COc4ccccc4)[C@@H](C)[C@@H]3[C@H]2O)cc1 (stereo partly drawn)	?
CC(=O)NCCNc1nc(-c2ccccc2CN(C)C)nc2ccccc12	-22%

SMILES	12-LOX inh
Cc1ccc(NC(=O)CC2=C3CCCCC3NC2=O)cc1 (stereo not drawn)	44%
Cc1noc(C)c1[S+](=O)([O-])N1CCc2nc(-c3ccc(Cl)cc3)nc(-c3ccccc3)c2C1	30%
Cc1cccc(-n2cnc3cc(C(=O)NCc4ccc(F)cc4)ccc32)c1	-7%
CC(C)N1CCN(C2CCOC3(CCN(S(=O)(=O)c4cn(C)cn4)CC3)C2)CC1 (stereo not drawn)	-3%
O=C(O)c1ccc(COc2cccc(Cl)c2Cl)o1	?
Cn1nc(-c2ccccc2F)c2cc(C(=O)N3CCOCC3)sc21	31%[activator]
Cc1[nH]ncc1CNC(=O)C1CCN(C(=O)c2ncn3c2COC(c2ccc(F)cc2)C3)CC1 (stereo not drawn)	22%
CC(=O)N(C1CC1)C1CCOC2(CCN(C(=O)c3cc(-c4ccccc4)n[nH]3)CC2)C1 (stereo not drawn)	13%
CN1CCc2c([nH]c3ccccc23)C12CCN(C(=O)c1ccc3ccccc3n1)CC2	-1%
O=C(O)c1cccc2[nH]ccc12	18%
Cc1ccsc1C(=O)N1CCOc2ccc(CN3CCc4ccccc4C3)cc2C1	21%
Cc1ccc(Nc2nc(C(=O)N3CCC(C(=O)N(C)Cc4ccccc4)CC3)cs2)cc1	?
CCCNC(=O)N1CCCCC1c1nc(CCOc2ccc(F)cc2)no1 (stereo not drawn)	43%[activator]
CN(C)C(=O)c1ccc(OC2CCN(C(=O)c3ccc(F)cc3F)CC2)nc1	17%
N#CC1(c2ccc(NC(=O)c3cccnc3NCc3ccncc3)cc2)CCCC1	-34%[57.4 µM]
O=C(Nc1cccc(F)c1)C1CC2CCCC(C1)C2=O (stereo not drawn)	10%
Cn1cncc1[C@@](N)(c1ccc(Cl)cc1)c1ccc2c(c1)c(-c1cccc(Cl)c1)cc(=O)n2C	-26%[57.4 µM]
O=C(c1nc(-c2ccc(Cl)cc2Cl)c2ccccn12)N1CCCC1	?
COc1ccc(CN2CCC3(CC2)c2ccccc2[C@@H](NC(=O)c2ccccc2)[C@@H]3O)cc1O	0%
COc1ccc(C(=O)Nc2ccc(-c3noc([C@@H]4CCCN4Cc4ccc(Cl)cc4)n3)cn2)cc1	-5%

An excerpt from above in order of the 12-LOX inh value, highest first:
SMILES	12-LOX inh
Cc1[nH]ncc1CNC(=O)C1CCN(C(=O)c2ncn3c2COC(c2ccc(F)cc2)C3)CC1 (stereo not drawn)	22%
O=C(Nc1cccc(F)c1)C1CC2CCCC(C1)C2=O (stereo not drawn)	10%
COc1ccc(CN2CCC3(CC2)c2ccccc2[C@@H](NC(=O)c2ccccc2)[C@@H]3O)cc1O	0%
CC(C)N1CCN(C2CCOC3(CCN(S(=O)(=O)c4cn(C)cn4)CC3)C2)CC1 (stereo not drawn)	-3%
COc1ccc(C(=O)Nc2ccc(-c3noc([C@@H]4CCCN4Cc4ccc(Cl)cc4)n3)cn2)cc1	-5%
Cc1cccc(-n2cnc3cc(C(=O)NCc4ccc(F)cc4)ccc32)c1	-7%

Other compounds follow:
SMILES	12-LOX inh
Cc1ccc(NC(=O)CSc2nc3cc([N+](=O)[O-])ccc3o2)cc1C	40µM*
CCOc1ccc(S(=O)(=O)Nc2cc(C(=O)N(C)CC(=O)NC)ccc2N2CCNCC2)cc1	?
CCOC(=O)C1=C(C(=O)OCC)C2N(Cc3ccc(C#N)cc3)c3ccccc3[C@@]23C[C@@H](C(=O)OC)N(S(=O)(=O)c2cccs2)C3=N1 (stereo partly drawn)	1%
O=c1[nH]cnc2scc(-c3ccc(Cl)cc3)c12	?
Cc1ccc(CNC(=O)c2cc3c(N(C)Cc4ccccc4)nc(C)cn3n2)cc1	45%[activator]
CNc1c(NC(=O)c2ccccc2Br)c(=O)oc2ccccc12	-3%
CCCOc1ccc(C(=O)Nc2c(NC3CCCC3)c3ccccc3oc2=O)cc1	?
COc1ccc(OC)c(S(=O)(=O)N2CCCN(C(=O)c3cccnc3)CCC(=O)NCC2)c1	28%
Cc1c(-c2ccccc2F)[nH]c2ccc(CNS(=O)(=O)C3CC3)cc12	?
CSc1nccc(-c2cc(Cl)c3c(c2)CC(CNC(=O)c2nonc2C)O3)n1 (stereo not drawn)	7%
CCCN1C(=O)CCc2cc(NC(=O)c3ccn(CC)n3)ccc21	46%[activator]
O=C(OCc1cccc(F)c1)c1ccc(Cl)c(S(=O)(=O)N2CCCC2)c1	-13%
Cc1ccc(C2c3c(-c4ccccc4)n[nH]c3C(=O)N2c2ccccc2)cc1 (stereo not drawn)	0%
COCCn1c(CCC(=O)Nc2cc(C)cc(C)c2)nc2c1c(=O)[nH]c(=O)n2CC(C)C	16%
CC(C)(C)c1cc(C(=O)/C=C/c2ccc(C(=O)O)cc2)cc(C(C)(C)C)c1	290%[activator]
Cc1ccc(Cl)c(C(=O)N2CCC(=O)N(CC3CC3)C(C(C)C)C2)c1 (stereo not drawn)	27%
O=C([C@@H]1C[C@H](F)CN1S(=O)(=O)Cc1ccccc1)N1CCc2ccccc2C1	-11%
CCCN1CCCC2(Cc3ccccc3CN(C(=O)CCCC(=O)O)C2)C1 (stereo not drawn)	2%[6.33 µM]
CNC(=O)[C@@H]1CN(C(=O)c2cc(C)n(CCOC)c2C)C[C@H]1CO	46%[activator]
CC1CCN(C(=O)C[C@@H]2c3nc(NC(=O)c4cccc(F)c4)sc3C[C@@H]3[C@](C)(CO)[C@H](O)CC[C@]32C)CC1	-3%

SMILES	12-LOX inh
O=C(C1CCC1)N1CCC(c2nc(C3CCOCC3)no2)CC1	29%
CC(=O)NC1=NN(C(C)=O)C2(S1)C(=O)N(CCOc1ccccc1)c1c(Cl)cccc12 (stereo not drawn)	8%
CN(Cc1ccc(Cl)c(Cl)c1)C(=O)c1cc2ccccc2oc1=O	?
Cc1cccc(/C=N/NC(=O)c2cccs2)n1	53%[activator]
CCOC(=O)Cn1cc(CN2C(C(=O)OC)CN(Cc3ccc(C)cc3)CCS2(=O)=O)nn1 (stereo not drawn)	?
Cc1noc2c(-c3ccc(N4CCOCC4)cc3)cc(-c3cccs3)nc12	?
CCn1ncc(N2CCC(NC(=O)c3ccc(C)c(F)c3)CC2)cc1=O	45%[activator]
Cc1ccc(S(=O)(=O)N2C[C@H](F)C[C@@H]2C(=O)N2CCOCC2)cc1Cl	19%
Cn1cccc1/C=C(\C#N)c1ccc(Cl)cc1Cl	?
CS(=O)(=O)N1CCC(C2CCN(C(=O)c3cn[nH]c3)C2)CC1 (stereo not drawn)	40%
CSc1ccc([C@H]2[C@@H](C(=O)O)c3ccccc3C(=O)N2Cc2ccc(F)cc2)cc1	-6%
CC1C(c2ccccc2)=[N+]([O-])C(C)(c2ccc(Br)cc2)N1O (stereo not drawn)	-27%
CN(C)c1ccc(C(=O)NC2CC(c3nnc(CO)n3C3CC3)C2)cn1 (stereo not drawn)	6%
COc1ccc2nc3n(c2c1)[C@@H](CNC(=O)c1ccccn1)COC3	35%[activator][176 µM]
N#CCC(=O)c1ccsc1	-26%
CC(=O)N1C(NC2CCCCC2)CC(C)N1c1ccccc1 (stereo not drawn)	?
Cc1cc(=O)n(CC(=O)NC(C)CCc2ccccc2)c(N2CCOCC2)n1 (stereo not drawn)	-2%
CC1=C[C@@H](CNCc2cccnc2)[C@H](C(C)C)C[C@H]1Cc1nnc(-c2ccncc2)o1	37%[activator][176 µM]
COc1ccc(NC(=O)CN2CCN(c3nc(-c4ccco4)c4c(c3C#N)CCC4)CC2)cc1	16%
Oc1cc(-c2nc3ccccc3s2)cc2c1OCCN(Cc1cccn1-c1ncccn1)C2	18%

Some values from the list:
Under 12-LOX inh, Cc1ccc(S(=O)(=O)N2C[C@H](F)C[C@@H]2C(=O)N2CCOCC2)cc1Cl has the entry 19%
Under 12-LOX inh, O=C(C1CCC1)N1CCC(c2nc(C3CCOCC3)no2)CC1 has the entry 29%

Additional compounds follow:
SMILES	12-LOX inh
COc1cc(C(=O)NC2CCN(c3cc(-c4ccc(F)cc4)[nH]n3)CC2)cc(OC)c1OC	29%
Cc1ncc2c(n1)CCCN(CC(=O)NCC1CC1)C2=O	15%
COc1cc(=O)n2c(c1C(=O)Nc1ccccc1F)CCCC2	3%
CCN1CC2(CCN(C(=O)C(C)(C)N)CC2)CC(c2ccccc2)C1=O (stereo not drawn)	?
O=C(NC[C@H]1O[C@@H](CO)[C@@H](O)[C@H]1N1CCN(c2ccccc2)CC1)N1CCOCC1	?
Cc1cccc(C(=O)N2C[C@@H](CO)[C@H](N(C)C)C2)n1	16%
N#Cc1nc(-c2ccc(S(=O)(=O)N3CCCC3)cc2)oc1NCc1ccco1	-10%
Cc1ccc(S(=O)(=O)Cc2noc([C@@H]3C[C@@H](O)CN3Cc3cccs3)n2)cc1	?
OCCNC(=S)Nc1ccccc1F	?
Cc1cc(C(F)(F)F)c(C#N)c(=S)[nH]1	16µM*
COc1ccc([C@H]2CN(C(=O)C3(c4ccc(F)cc4)CC3)C[C@@H]2N)cc1	26%
Cc1coc2cc3o/c(=N/O)c4c(c3cc12)CCCC4	-17%
O=C(O)CCC1CCN(C(=O)c2ccccc2F)CC1	-6%
CCN(CC)C(=O)Oc1ccc2cc(-c3ccccc3)c(=O)oc2c1	13%
COc1ccc(C(=O)N[C@@H]2CN(c3ccncn3)C[C@H]2CN(C)C)cc1F	5%
COc1cccc(C(=O)N2CCC(N3C[C@H](O)C[C@H]3C(=O)NCc3ccc(C)o3)CC2)c1	45%[activator]
Nc1cccc(OCC(=O)O)c1	?
CC(C)CNC(=O)c1cc(C2CC2)nc2onc(C3CCNC3)c12 (stereo not drawn)	?
CCOc1ccc(C(=O)Nc2nonc2-c2ccccc2)cc1	-46%
O=C(NCCc1nc(-c2ccccc2)no1)c1cc(=O)c2ccc(Br)cc2o1	19%

SMILES	12-LOX inh
CN(C(=O)Cn1nc(-c2ccc(Cl)cc2)ccc1=O)C1CCS(=O)(=O)C1 (stereo not drawn)	35%
CN1c2cc(C(N)=O)ccc2C(=O)N2CCCC21 (stereo not drawn)	17%
Cc1nc2sc(C#N)c(N)c2c(C)c1CC(=O)c1ccccc1	-38%
COc1ccc(-c2noc(CC3CCN(C(=O)c4ccc(OC)nc4OC)CC3)n2)cc1	19%
CCn1nccc1C(=O)N1C[C@@H](Oc2cccnc2)C[C@H]1C(=O)NCCOC	-3%
O=C(NCc1ccccc1-n1cncn1)C1CC(=O)N(Cc2ccccn2)C1 (stereo not drawn)	67%[activator]
Cc1ccc(C2Cn3nnc(C(=O)N4CCC(C(=O)Nc5ccc(F)c(C)c5)CC4)c3CO2)cc1 (stereo not drawn)	20%
Cc1nc(-c2ccc(S(=O)(=O)Nc3ccc(F)cc3C)cc2)co1	-16%
CCNc1nc(-c2ccc(NC(=O)CC)cc2)cs1	?
COC(=O)CSc1nc2sc3c(c2c(=O)n1-c1ccc(OC)cc1)CC(C(C)C)OC3 (stereo not drawn)	9%
Cc1nccn1C1(C(=O)O)CCN(Cc2ccc(-c3ccn[nH]3)o2)CC1	?
CCS(=O)(=O)N1CCc2nc(N(C)Cc3cccnc3)[nH]c(=O)c2CC1	20%

Compound activity deposited in PubChem by National Center for Advancing Translational Sciences (NCATS).
